S-ASM inh – Inhibitors of Secretory Acid Sphingomyelinase (S-ASM): qHTS; Sphingomyelin phosphodiesterase (Homo sapiens), P17405; placental ASM, HMU-PC fluorogenic substrate, 60 min; Potency, µM (top dose mostly 57.5 µM), without a hit: at the top dose activity change, negative = inhibition, actives largely listed as inhibitors; 340,000 tested, 0.006% active; AID 504937, 2011; further: potency means the concentration at half of the fitted maximal effect
Target sequence (P17405 47-631 limits assumed): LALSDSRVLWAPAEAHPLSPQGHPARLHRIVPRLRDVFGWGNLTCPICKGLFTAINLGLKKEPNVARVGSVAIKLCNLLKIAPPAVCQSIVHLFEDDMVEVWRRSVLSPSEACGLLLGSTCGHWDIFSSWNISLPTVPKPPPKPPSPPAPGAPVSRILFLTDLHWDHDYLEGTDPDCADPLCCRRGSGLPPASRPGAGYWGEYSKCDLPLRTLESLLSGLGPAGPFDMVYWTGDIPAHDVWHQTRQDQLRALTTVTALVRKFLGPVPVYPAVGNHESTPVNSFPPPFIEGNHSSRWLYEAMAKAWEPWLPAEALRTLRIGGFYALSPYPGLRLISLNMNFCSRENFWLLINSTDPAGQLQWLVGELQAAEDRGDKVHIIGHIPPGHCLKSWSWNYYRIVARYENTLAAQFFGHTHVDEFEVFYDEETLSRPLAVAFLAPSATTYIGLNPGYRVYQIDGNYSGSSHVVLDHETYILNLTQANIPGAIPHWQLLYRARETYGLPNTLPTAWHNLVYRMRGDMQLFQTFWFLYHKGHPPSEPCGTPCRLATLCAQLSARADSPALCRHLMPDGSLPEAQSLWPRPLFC
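Human placenta-derived ASM preincubated with compound 10 min at room temperature, then reacted with 9 uM (final) fluorogenic HMU-PC substrate for 60 min at 37 C. Stop solution raises pH to 10; fluorescence read at Ex 386/Em 447 nm.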
GALK inhibitor – qHTS Assay for Inhibitors of Human Galactokinase (GALK) | Purified GALK, Kinase-Glo residual ATP luminescence | 270,000 tested, 0.007% active | AID 1868, 2009 | Potency, µM (doses to about 57.5 µM), without a hit: at the highest dose activity change, negative = inhibition, most hits filed as inhibitors; further: potency means the concentration at half of the fitted maximal effect; on the % scale 0 is the no-effect control and ±100 the full control effect
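Human GALK (5 nM) with 35 uM ATP and 100 uM galactose in 20 mM HEPES pH 8.0, 5 mM MgCl2, 60 mM NaCl, 1 mM DTT, 0.01% BSA. After 1 h at room temperature, leftover ATP was read by Kinase-Glo Plus luminescence.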
MBNL1-CUG inh – qHTS Assay for Inhibitors of MBNL1-poly(CUG) RNA binding; 280,000 tested, 0.036% active; TR-FRET MBNL1-His/biotin-(CUG)12 binding, 665/545 ratio; Potency, µM (doses to about 57.5 µM), for the others: at the highest dose activity change, negative = inhibition, hits mostly inhibitors; AID 2675, 2010; active means well fitted inhibition curve with a large enough effect in the signal ratio, with a control signal flat, not every such curve was filed as active; inconclusive means small, poorly fitted or top-dose-only effect, or effect the other way, or a change in a side signal; inactive means no such curve, though single readings can be large or run the other way; the % refers to the signal ratio; further: potency means the concentration at half of the fitted maximal effect; on the % scale 0 is the no-effect control and ±100 the full control effect
Target sequence (Q9NR56 whole entry, looked up): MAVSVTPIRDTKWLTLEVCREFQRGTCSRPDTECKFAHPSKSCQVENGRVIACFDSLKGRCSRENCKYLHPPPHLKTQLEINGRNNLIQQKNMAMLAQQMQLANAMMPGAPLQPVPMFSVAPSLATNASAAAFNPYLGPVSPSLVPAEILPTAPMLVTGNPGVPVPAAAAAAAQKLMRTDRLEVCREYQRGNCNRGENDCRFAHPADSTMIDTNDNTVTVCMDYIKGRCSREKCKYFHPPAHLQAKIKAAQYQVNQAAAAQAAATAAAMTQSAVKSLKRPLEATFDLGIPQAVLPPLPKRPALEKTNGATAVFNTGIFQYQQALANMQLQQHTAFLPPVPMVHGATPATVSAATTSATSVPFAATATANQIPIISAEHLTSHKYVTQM
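TR-FRET readout: Ex 340 nm, 665/545 nm emission ratio, normalized to buffer-only (basal) and MBNL1-(CUG)12 controls. Complex of MBNL1-His with Biotin-(CUG)12, compounds 92 nM–58 uM, incubated 60 min at room temperature.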
a7 integrin act – qHTS for Activators of Integrin-Mediated Alleviation for Muscular Dystrophy. alpha7betagal myoblasts, beta-gal FDG fluorescence, 48 h. Potency, µM (series often up to 38.3 µM), for inactives: top-dose activation, usual class: activators. 350,000 tested, 0.064% active;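 further: potency means the concentration at half of the fitted maximal effect; 100% = response of the positive control SU9516; nearly all actives have a fitted effect of over 60% in size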
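alpha7betagal+/- myoblasts (passage 13, 250/well) treated 48 h at 37C with compounds at 1:260 dilution of DMSO stock. Lysed, then beta-galactosidase activity read as FDG fluorescence (ex 480/em 540) after 30 min, with pre-read for autofluorescence.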
MLL CXXC-DNA inh – qHTS Fluorescence Polarization Assay for Inhibitors of MLL CXXC domain - DNA interaction; Histone-lysine N-methyltransferase 2A (Homo sapiens), Q03164; MLL-CXXC / FITC-HOXA9 DNA fluorescence polarization; Potency, µM (titrated, usually from 115 µM), without a hit: top-dose activity change, negative = inhibition, actives largely listed as inhibitors; 290,000 tested, 0.037% active; AID 2662, 2010; active means well fitted inhibition curve with a large enough effect in the polarisation, with a control signal flat, not every such curve was filed as active; inconclusive means small, poorly fitted or top-dose-only effect, or effect the other way, or a change in a side signal; inactive means no such curve, though single readings can be large or run the other way; the % refers to the polarisation; further: potency means the concentration at half of the fitted maximal effect
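Steps: dispense CXXC domain solution (7 uM) → pin compounds or unlabeled HOX-A9 DNA control → 5 min ambient → add FLSN-HOX-A9 solution (50 nM) → spin → 30 min ambient → fluorescence polarization. Tris pH 7.5/NaCl/DTT/BSA buffer.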
TRPV1 ag – HTS Assay for Compounds that Act as Agonists of the Vanilloid Receptor 1; Transient receptor potential cation channel subfamily V member 1 (Homo sapiens), Q8NER1; TRPV1-expressing cells, Fluo-8 calcium influx, agonist mode; activation, % at 8.33 µM; 320,000 tested, 0.19% active; AID 540275, 2011; in the data active means activation above about 80%; inconclusive means between about 30% and that limit; further: 0% is about no effect
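Fluo-8 calcium influx in TRPV1-expressing cells, kinetic read (ex 480/em 520 nm). Compound added and read 3 min for agonist activity, followed by capsaicin at EC20 final and 2 min further read for enhancement.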
FBPA coupling cs – qHTS Assay for Inhibitors of Fructose-1,6-bisphosphate Aldolase from Giardia Lamblia: Coupling assay counterscreen | coupling enzyme system counterscreen, AmpLite Red fluorescence | activity change, negative = inhibition, % at 58.2 µM, hits read low | 290,000 tested, 0.67% active; in the data active means activity change below about -30%; further: on the % scale 0 is the no-effect control and ±100 the full control effect
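Final compound at 57.5 uM, incubated 10 min at RT with coupling enzyme reagent (glyceraldehyde-3-phosphate), then 20 min with substrate and AmpLite Red detection. Fluorescence read at 525/598 nm; tests interference with the coupling assay, not aldolase inhibition.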
KCNH2 3.1 inh – qHTS for Inhibitors of KCHN2 3.1: Mutant qHTS. AID 720553, 2013. U2OS KCNH2 3.1, thallium flux FluxOr; active compounds read low. Potassium voltage-gated channel subfamily H member 2, brain isoform KCNH2 3.1 (human). activity change, % (tested at about 1.8 µM). 340,000 tested, 0.95% active;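 active means maximum activity change below -70%; inconclusive means maximum activity change from -70% to -50%; inactive means maximum activity change above -50%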;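 further: thallium influx rate constant from kinetic fluorescence after stimulation buffer; on the % scale 0 is the no-effect control and ±100 the full control effect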
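U2OS cells transduced with KCNH2 3.1 mutant virus (1.77 x 10^8 /mL, 4 h), plated overnight at 37 C, loaded 45 min with FluxOr dye plus Red40 quencher. Thallium flux rate constant from kinetic reads after stimulation buffer, normalised to controls.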
AT treatment – qHTS Assay for Identifying a Potential Treatment of Ataxia-Telangiectasia. […] A-T fibroblasts, KAP-1 phosphorylation AlphaLISA; neocarzinostatin DNA damage 30 min before lysis. Potency, µM (highest dose often 57.5 µM), for the others: at the top dose activation, most hits filed as activators. 320,000 tested, 0.19% active. AID 485349, 2010; further: potency means the concentration at half of the fitted maximal effect; % of control where 0% means no effect; nearly all actives have a fitted effect of over 45% in size
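hTERT-immortalized A-T patient fibroblasts ([…]), 500 cells/well in OPTI-MEM, 1% FBS, got compounds for 60 min, then NCS for 30 min at 37C. Lysates were then assayed for phospho-KAP-1 by AlphaLISA (anti-pKAP1 donor, anti-KAP1 acceptor beads), 6 hr at 25C.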
KCNH2 WT inh – qHTS for Inhibitors of KCHN2 3.1: Wildtype qHTS | activity change, % at 1.84 µM | U2OS, BacMam KCNH2, thallium flux FluxOr; active compounds read low | AID 720551, 2013 | 340,000 tested, 0.37% active;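 active means maximum activity change below -70%; inconclusive means maximum activity change between -70% and -50%; inactive means maximum activity change above -50%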; further: on the % scale 0 is the no-effect control and ±100 the full control effect
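U2OS cells were transduced with wild-type KCNH2 virus (2.03 x 10^8 / mL) for 4 h at room temperature, then cultured overnight at 37 C. Thallium flux was read with FluxOr dye. Rate constants were normalized to DMSO controls.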
The depositor's hits bear a star; u = inconclusive; x = not tested or not shown; [ ] = remark or other dose. Unless noted, the call rests on the fitted dose curve; in most records, active means well fitted curve in the direction sought with a large enough effect; inconclusive means small, poorly fitted or top-dose-only effect, or another doubt; inactive means no such curve, though single readings can be large; an effect the other way counts as inactive or inconclusive.

mol	S-ASM inh	GALK inhibitor	MBNL1-CUG inh	a7 integrin act	MLL CXXC-DNA inh	TRPV1 ag	FBPA coupling cs	KCNH2 3.1 inh	AT treatment	KCNH2 WT inh
Cc1ccc2c(c1)cc(CN(Cc1cccnc1)C(=O)c1ccccc1)c1nnnn12	-2%	4%	2%	-13%	-4%	-2	6	-7	14%	2
CN1CCN(c2ncc(CN3C(=O)c4ccccc4C3=O)s2)CC1	2%	0%	12%	u	4%	0	6	9	0%	-7
C/C(=N\N=C(/N)SC1CC(=O)N(c2cccc(Cl)c2)C1=O)c1cccs1 (stereo not given)	u	-11%	-10%	22%	18%	0	2	11	6%	3
O=C(NCCN1C(=O)S/C(=C\c2ccc(Cl)cc2)C1=O)C1=COCCO1	2%	x	x	-5%	x	x	x	-3	5%	15
Cn1nnnc1SCC(=O)c1c(N)n(C2CC2)c(=O)[nH]c1=O	-2%	x	x	11%	x	1	x	-6	2%	-7
CCN(CC)S(=O)(=O)c1cccc(NC(=O)COC(=O)CCC(=O)c2cccs2)c1	-1%	-1%	-6%	u	-1%	-1	5	-21	5%	4
Cc1ccc(C(O)P(=O)(OCc2ccccc2)c2ccc(N(C)C)cc2)cc1 (stereo not given)	-4%	-2%	-4%	-19%	9%	2	-2	-11	12%	8
Cc1cc(=O)oc2cc(OCC(=O)Nc3nnc(C(C)C)s3)ccc12	235%[activator]	-3%	336%[activator]	11%	27%	1	-2	1	-5%	-2
CCCc1cc(C(=O)Nc2sc(C)c(C)c2C(=O)OCC)no1	25%	4%	2%	25%	-2%	2	0	-7	-2%	-12
Cc1cccc(Cn2c(N3CCCCC3C)nc3c2c(=O)[nH]c(=O)n3C)c1 (stereo not given)	0%	-3%	-13%	-22%	31%[activator]	27	-3	3	-1%	-5
CCSc1nc(-c2ccccc2)c(C#N)c(=O)[nH]1	5%	0%	10%	7%	1%	-4	15	8	1%	27
COC(=O)[C@H](CCSC)NC(=O)Nc1ccc(C(C)=O)cc1	3%	1%	-2%	-6%	1%	5	5	2	2%	2
COCCSc1ccccc1C(=O)N1CCN(Cc2ccccc2)CC1	3%	-2%	-7%	10%	-10%	2	1	12	2%	9
CCCC(=O)Nc1nnc(CC(=O)N2CCCC2)s1	10%	2%	u	11%	11%	-2	0	15	24%	-2
Cc1ccc(O)c(C(=O)c2cnc3c(c2)COc2ccc(C)cc2-3)c1	-11%	0%	34%[activator]	1%	-5%	9	0	-6	x	0
CCOCCCNC(=O)c1cc2c(-c3ccc(Cl)cc3)nn(C)c2s1	-12%	1%	2%	-27%	-1%	8	0	8	3%	8
O=c1oc2ccccc2n1CSc1nc2ccccc2s1	-1%	4%	-3%	-21%	-1%	29	-8	-3	u	-4
CCOC(=O)c1c(S(=O)(=O)N2CCN(C3CCCCC3)CC2)c(C)n(C)c1C	4%	7%	-4%	9%	6%	-6	-1	-14	-5%	-8
COc1ccccc1N1CCN(C(=O)c2cc3cc(Br)ccc3oc2=O)CC1	3%	1%	9%	4%	-1%	x	1	5	2%	3
COc1cccc(NC(=O)CN(C)C(=O)c2ccc(NC(=O)CC3SC(N4CCCCC4)=NC3=O)cc2)c1 (stereo not given)	5%	x	x	-7%	x	-1	x	-7	1%	-7
C=CCNC(=O)C1CC1(c1ccc(C)cc1)c1ccc(C)cc1 (stereo not given)	-1%	4%	-3%	-9%	-11%	u	-1	1	3%	-7
O=C(O)c1ccccc1Nc1cccc(OCc2ccc3ccccc3n2)c1	-1%	x	x	x	-16%	-2	-8	11	1%	-18
Cc1ccc(C(=O)COc2ccccc2-c2ccccc2)cc1	-1%	1%	4%	-1%	4%	u	-5	-23	14%	-15
COc1ccc(NC(=O)CSc2nc3[nH]c(=O)cc(O)c3s2)cc1OC	1%	x	x	2%	x	-4	x	28	1%	-3
O=C(CSc1nnc2n(C3CCCCC3)c(=O)c3ccccc3n12)OC1CCCCC1	-8%	1%	1%	10%	6%	-4	1	-6	-3%	-14
Cc1ccn2c(CNCC3COCCO3)c(C(=O)N3CCCCCC3)nc2c1 (stereo not given)	-3%	-5%	-6%	-11%	3%	-2	3	5	-5%	-3
Cc1cc(C)n(-c2ccc(OCC(=O)O)nn2)n1	0%	0%	-18%	2%	6%	1	0	-10	0%	-6
O=S(=O)(c1ccc(F)cc1)n1ccc(-c2cccc(OCc3ccc(Cl)cc3Cl)c2)n1	-2%	-4%	-12%	6%	5%	x	0	4	14%	-4
COCCn1c(=O)[nH]c2cc(C(=O)N3CCN(c4cc(C)ccc4C)CC3)ccc2c1=O	1%	4%	-7%	-28%	-1%	1	0	-80*	3%	-3
COCCCNC(=O)CCn1c(=O)c2ccccc2n(CC(=O)Nc2c(C)cccc2C)c1=O	1%	1%	1%	-2%[1.53 µM]	1%	-1	1	-14	9%	11
Cc1onc(-c2ccccc2Cl)c1C(=O)NC1CCS(=O)(=O)C1 (stereo not given)	-6%	2%	4%	1%	11%	-1	0	-10	-1%	5
CN(Cc1ccccc1)c1nc2c(c(=O)n(C)c(=O)n2C)n1CCSc1ncccn1	7%	0%	-1%	-1%	1%	-6	-11	7	4%	-6
CCc1ccc(OC)c(S(=O)(=O)Nc2ccccc2C)c1	0%	1%	-6%	10%	-2%	13	-4	-13	-2%	4
CCOC(=O)c1ccccc1NC(=O)Cn1cnc2c(nnn2-c2ccc(C)cc2)c1=O	-1%	1%	6%	-4%	18%	3	2	-26	2%	-5
CCC(=O)Nc1c(-c2ccccc2)c(=O)c2ccccc2n1C	2%	8%	x	-1%	-3%	1	0	4	1%	-6
CC(C)(C)n1nnnc1C(c1ccccn1)N(Cc1ccccc1)Cc1ccc(Cl)cc1 (stereo not given)	-9%	-3%	-14%	-20%	8%	u	-2	-23	x	-1
CSCCC(NC(=O)COc1ccccc1)C(=O)N(C)Cc1ccc(Cl)cc1Cl (stereo not given)	-3%	x	x	15%	x	14	x	5	-5%	-6
Cc1cccc(N(C(=O)c2snc(C(N)=O)c2N)C(C(=O)NCC2CCCO2)c2ccc(N(C)C)cc2)c1 (stereo not given)	63%[activator]	17%	3%	u	20%	0	-2	-5	-6%	3
Cc1ccccc1NC(=S)NC(C)CCc1ccccc1 (stereo not given)	2%	0%	3%	-1%	4%	7	4	10	3%	-3
Cc1ccccc1NC(=O)CNc1ccccc1N1CCCCC1	-3%	6%	9%	-13%	2%	u	1	-5	5%	-9
